Screens (PubChem BioAssay)
RBBP9 inhibitor: human RBBP9 inhibitors, primary screen, biochemical, fluorescence polarization, FP-Rh probe, HTS. inhibition, % at 7.94 µM. AID 1515, 2009. recombinant RBBP9. hit rate 0.2% among 220,000. Serine hydrolase RBBP9 (Homo sapiens), O75884;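 active = inhibition above the campaign mean of all tested compounds plus 3 SD, cut at about 14% in these data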;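 note: plate controls were DMSO wells with RBBP9 for no effect and wells lacking RBBP9 protein for full effect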
Target sequence (O75884 whole entry, looked up): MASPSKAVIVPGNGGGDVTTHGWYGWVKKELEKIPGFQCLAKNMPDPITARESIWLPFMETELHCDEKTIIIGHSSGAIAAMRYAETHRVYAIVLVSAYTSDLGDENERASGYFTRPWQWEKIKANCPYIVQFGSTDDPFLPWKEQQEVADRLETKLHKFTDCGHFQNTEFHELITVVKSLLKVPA
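System: RBBP9 protein | Quantity: 2.5 µM RBBP9 dispensing solution, before mixing | Reagent: FP-Rh probe, 375 nM dispensing solution | Timing: Enzyme-compound preincubation 30 min, then probe labeling 45 min, 25 °C | Measured by: Fluorescence polarization | Read-out: % inhibition | Replication: One well per compound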
NPY-Y1 antag: NPY-Y1 receptor antagonists, primary screen, cell-based | Neuropeptide Y receptor type 1 (Homo sapiens), P25929 | HEK293-CNG Y1 cells, membrane potential fluorescence; NPY at EC95, then isoproterenol | inhibition, % at 3.6 µM | hit rate 1% among 200,000 | AID 1040, 2008;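 active = inhibition above the campaign mean inhibition of all tested compounds plus 3 SD, cut at about 20% in these data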;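 note: 0% = DMSO wells given NPY plus isoproterenol and 100% = isoproterenol alone without NPY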
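Material: Y1- and CNG-channel-expressing HEK293 cells / Probe or stimulus: NPY 25 nM then isoproterenol 1 µM plus Ro 20-1724 25 µM / Doses: 3.6 µM single dose, DMSO 0.4% / Schedule: compound incubation 1 h at room temperature, readout 45 min post-stimulation / Signal: membrane potential fluorescence / Benchmarks: isoproterenol-only wells as full block versus NPY-plus-isoproterenol wells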
Hck Nef HTS: inhibitors of Nef-activated human Hck kinase, primary screen, biochemical, Z-Lyte FRET, 384-well, Hck-YEEI. Tyrosine-protein kinase HCK (Homo sapiens), P08631. Recombinant Hck-YEEI plus Nef, Z-Lyte FRET kinase assay. inhibition, % at 20 µM. hit rate 0.68% among 220,000. AID 463187, 2010;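 active = Hck-Nef kinase inhibition above about 50%, limit read from the data; inactive = inhibition below that limit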;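 note: 0% = DMSO with Hck plus Nef and 100% = Hck alone without Nef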
NPY2 pot ag: NPY-Y2 potentiators or agonists, primary screen, cell-based. Neuropeptide Y receptor type 2 (Homo sapiens), P49146. cells expressing NPY-Y2, potentiator/agonist read-out. activation, % at 3.6 µM. hit rate 0.45% among 220,000. AID 1359, 2008; in the data active = activation above about 27%;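 note: cells stimulated with NPY near EC25 plus isoproterenol at EC100; 0% = vehicle plus submaximal agonist and 100% = vehicle plus saturating agonist; some results beyond the cut were filed as inactive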
Runt-CBFb FRET: inhibitors of RUNX1 Runt–CBFb binding, primary screen, biochemical, FRET, Cerulean-Runt, Venus-CBFb, uHTS; Runt-related transcription factor 1 (Homo sapiens) + Core-binding factor subunit beta …; Cerulean-Runt/Venus-CBFb FRET ratio 530/480, 1 h; inhibition, % at 20 µM; hit rate 0.46% among 220,000; AID 1496, 2009;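 active = inhibition over about 50% at 20 µM in the single-dose screen, limit read from the data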;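 note: 0% = DMSO wells and 100% = excess unlabeled CBFb competitor control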
Target sequence (Q01196 whole entry, looked up): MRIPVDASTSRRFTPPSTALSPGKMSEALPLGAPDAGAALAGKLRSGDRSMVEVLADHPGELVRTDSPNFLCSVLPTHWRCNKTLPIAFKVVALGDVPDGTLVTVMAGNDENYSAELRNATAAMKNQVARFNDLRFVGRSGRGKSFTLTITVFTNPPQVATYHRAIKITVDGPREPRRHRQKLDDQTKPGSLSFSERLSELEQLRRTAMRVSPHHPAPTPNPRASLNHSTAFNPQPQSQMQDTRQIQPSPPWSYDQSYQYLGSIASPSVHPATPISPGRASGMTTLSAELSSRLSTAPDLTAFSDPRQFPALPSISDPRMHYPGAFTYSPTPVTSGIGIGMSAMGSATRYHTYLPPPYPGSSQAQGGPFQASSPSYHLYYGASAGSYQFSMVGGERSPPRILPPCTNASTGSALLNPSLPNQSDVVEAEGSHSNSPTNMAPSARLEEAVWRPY
Target sequence (Q13951 whole entry, looked up): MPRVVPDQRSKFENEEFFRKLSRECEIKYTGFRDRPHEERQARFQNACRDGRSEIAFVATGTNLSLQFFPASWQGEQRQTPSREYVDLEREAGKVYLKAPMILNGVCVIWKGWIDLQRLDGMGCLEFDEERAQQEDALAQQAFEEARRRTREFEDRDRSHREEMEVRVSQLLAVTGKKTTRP
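Reagent – Venus-CBFb binding partner, 100 nM · Assay system – Cerulean-tagged RUNX1 Runt domain (FRET donor) fusion protein · Input – 100 nM per protein · Incubation – two 1 h room-temperature incubations shielded from light · Measured by – FRET fluorescence · Medium – Tris buffer pH 7.5 with salts and BSA · Benchmarks – unlabeled CBFb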
NPY1 pot ag: NPY-Y1 receptor potentiators or agonists, primary screen, cell-based | NPY-Y1 expressing cells, potentiator/agonist activation | activation, % at 3.6 µM | hit rate 0.37% among 220,000 | AID 1304, 2008; in the data active = activation above about 33%, passing the limit was not always enough;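 note: cells stimulated with NPY at EC10 then isoproterenol at EC100; 0% = low agonist plus stimulus and 100% = saturating agonist plus stimulus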
Runt-SMMHC FRET: inhibitors of RUNX1 Runt–CBFb-SMMHC binding, primary screen, biochemical, FRET, Cerulean-Runt, Venus-CBFb-SMMHC, uHTS | Cerulean-Runt/Venus-CBFb-SMMHC FRET ratio 530/480, 1 h | Runt-related transcription factor 1 (Homo sapiens) + Core-binding factor subunit beta … | hit rate 0.74% among 220,000 | inhibition, % at 20 µM;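 active = mean inhibition across duplicate retests at 20 µM reaching about 50%, limit read from the data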;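 note: 0% = DMSO wells and 100% = wells with excess untagged CBFb-SMMHC; inhibitors lower the FRET ratio by blocking Runt binding to CBFb-SMMHC; some results filed as inactive read as strong as hits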
MDM2 E3 inh: MDM2-luciferase reporter signal enhancers, primary screen, MDM2 E3 ligase inhibitor project, cell-based, luminescence, 1536-well; AID 1230, 2008; signal enhancement, % at 5 µM; cell-based MDM2 ubiquitination luciferase reporter, 2 h; 0 = plate control, 100 = twice control, blank-subtracted; E3 ubiquitin-protein ligase Mdm2 (Homo sapiens), Q00987; hit rate 0.11% among 210,000;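 active = signal enhancement of 30% or more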;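 note: luminescence tracks abundance of the self-degrading MDM2-luciferase fusion protein; higher signal means inhibition of MDM2 E3 ligase activity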
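Timing – 2 h compound exposure at 37 °C · Assay system – mammalian cells stably expressing self-ubiquitinating, self-degrading MDM2 E3–luciferase fusion · Amount – 2000 cells seeded into each well · Measure – % luminescence enhancement versus blank-corrected plate control mean · Measured by – SteadyLite luminescence, 15 min reagent step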
p97 inhibitor: inhibitors of human p97 ATPase, primary screen, biochemical. recombinant p97 ATPase, Kinase-Glo ATP luminescence, 3 h. inhibition, % at 8 µM. hit rate 0.42% among 220,000. AID 1481, 2009; in the data active = inhibition above about 15%;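 note: 0% = DMSO vehicle and 100% = wells lacking enzyme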
The depositor's hits bear a star; x = no result given.

SMILES	RBBP9 inhibitor	NPY-Y1 antag	Hck Nef HTS	NPY2 pot ag	Runt-CBFb FRET	NPY1 pot ag	Runt-SMMHC FRET	MDM2 E3 inh	p97 inhibitor
CC(=O)C1=C(NC(=O)c2ccccc2F)C[C@@H]2[C@H]1C2(C)C	4	0	0	-8	-3	1	-1	x	0
COc1ccccc1NC(=O)N1CCC(c2nc3cc(C)c(C)cc3[nH]2)CC1	3	5	18	-19	-1	-44	-3	4	3
NS(=O)(=O)c1ccc(NC(=S)N2CCC(O)CC2)cc1	-3	-6	12	-12	26	4	26	-15	4
O=C(CN1C(=O)c2cccc3cccc1c23)Nc1cccnc1	-7	3	-1	11	-6	11	-31	7	6
Cc1nnc(SCC(=O)N/N=C/c2cn(-c3ccccc3)nc2-c2ccc(F)cc2)n1-c1ccccc1	-9	-4	12	12	-1	-9	0	-9	7
O=C(/C=C/c1c(Cl)nc2ccccn12)N1CCCCC1	-2	1	1	-3	0	1	1	-11	-1
COc1ccc2c(c1OC)C(=O)OC2Nc1ncccc1C (stereo unspecified)	3	-4	1	4	x	3	-2	5	0
CCOC(=O)c1sc2nc(CSc3ccccc3)[nH]c(=O)c2c1C	0	2	20	-8	0	-13	-5	-7	4
Cc1nc2c(c3c1[nH]c1ccccc13)C(O)CC(C)(C)C2 (stereo unspecified)	-6	3	13	-10	12	-27	42	-33	4
Cc1ccc(F)cc1NC(=O)c1cccc(N(C)C)c1	-2	-1	1	-5	-1	6	-7	-5	2
CCc1ccc(NC(=O)N(CCN(C)C)C(C)c2cccnc2)cc1 (stereo unspecified)	-8	5	0	-1	1	4	2	-19	-2
CCCCSc1nnc(C)c(=O)[nH]1	-7	-3	-2	-2	1	5	2	21	4
COc1ccc(NC(=O)CN(Cc2ccccc2)S(C)(=O)=O)c(OC)c1	0	0	1	-5	1	8	2	2	3
CCC(=O)Nc1cccc(NC(=O)c2cccc([N+](=O)[O-])c2)c1	-5	3	2	-1	2	11	2	-6	0
S=C(NCC1CCCO1)Nc1cc(Cl)c(Cl)cc1Cl (stereo unspecified)	-4	-7	15	-3	2	-1	2	-8	-3
CCCCOC(=O)C1C2C=C[C@]3(CN(C(C)c4ccc(OC)cc4)C(=O)[C@H]13)O2 (stereo partly specified)	-6	9	3	11	-2	4	-2	-10	6
O=C1CC(c2ccccc2)Cc2nc(N3CCc4ccccc43)ncc21 (stereo unspecified)	-4	2	0	-1	x	-36	x	x	0
Cc1cccc(CS(=O)(=O)Cc2ccc(C(=O)NCc3cccs3)o2)c1	1	1	37	-1	0	-14	-1	-7	0
CNc1c([N+](=O)[O-])cnn1-c1ccccc1F	-1	-1	9	12	2	11	-2	-6	1
Cc1ccc(S(=O)(=O)N(C)C)cc1NC(=O)COC(=O)CCC(=O)c1cccs1	-5	1	2	-17	1	-4	-1	-1	0
Clc1ccc(OCc2nnc(SCc3nnc(-c4ccccc4)o3)o2)c(Cl)c1	-3	7	1	-26	-3	-48	-1	5	-9
Cc1ccc(C(=O)N/C(=C/c2cccnc2)C(=O)NCc2ccco2)cc1	0	-4	3	-11	2	-3	0	x	7
Cc1cccc(CCNC(=O)CC2C(=O)NCCN2CC2CCCCC2)n1 (stereo unspecified)	-11	0	7	-1	0	-5	-3	-11	2
CC1(C)CC(=O)c2sc(NS(C)(=O)=O)nc2C1	-7	3	7	-18	0	-14	-6	-20	-5
O=C(Nc1ccccc1Cl)N1C2CCC1CC(O)(c1cccnc1)C2 (stereo unspecified)	2	-4	17	-4	-4	-5	0	1	5

Next results:
SMILES	RBBP9 inhibitor	NPY-Y1 antag	Hck Nef HTS	NPY2 pot ag	Runt-CBFb FRET	NPY1 pot ag	Runt-SMMHC FRET	MDM2 E3 inh	p97 inhibitor
Cc1ccc(O)c(NC(=S)NC(=O)c2ccccc2Cl)c1	-4	-1	25	14	0	18	-1	-7	4
COc1ccc(/C(N)=N/OC(=O)Cc2cccs2)cc1	-6	5	5	12	-1	-3	-4	5	2
C[C@@H](CN1C2=NC[C@H](Cc3ccccc3)N2C[C@H]1Cc1ccc(O)cc1)NC(=O)CCC1CCCCC1	3	-2	13	-6	-2	16	2	x	-1
CC(C)n1c(CCC(=O)O)ccc1-c1ccccc1	-3	2	8	-6	-2	13	3	-11	12
O=C(NNc1nc2ccccc2s1)C1CC1	-3	-5	2	7	1	28	1	-7	6
O=C(O)c1ccc(Sc2nnc(-c3cccc(Br)c3)o2)c([N+](=O)[O-])c1	-2	6	-2	-9	-2	6	-1	3	5
Cc1cc(Oc2ccc(OCC(N)=O)nn2)nc(Cl)n1	-6	7	-6	4	1	-6	3	0	7
Cc1nc2nc(-c3ccccc3)cn2nc1C	-6	2	0	9	46	1	60*	-17	3
O=Cc1cn[nH]c1-c1cccc([N+](=O)[O-])c1	3	-5	25	-4	-1	-3	-4	-15	4
CC(C)N=C1SCC(C)(/C=N/O)S1 (stereo unspecified)	-4	1	1	12	2	-7	-2	-9	1
O=C(Nc1ccc(Cl)c(C(F)(F)F)c1)NC1CC2CCCC(C1)N2Cc1ccccc1 (stereo unspecified)	-5	-3	19	13	-3	35	44	-4	8
O=c1c2c(-c3ccc([N+](=O)[O-])cc3)csc2nc2n1CCC2	-7	1	-8	-2	1	14	3	-6	3
c1ccc2c(c1)CSc1sccc1C2=C1CCNCC1	-3	3	-13	18	-3	-16	-1	-11	5
COc1ccc(S(=O)(=O)N2CCCN(S(=O)(=O)c3ccc(OC)cc3C)CC2)c(C)c1	4	-2	-3	1	1	-6	-4	-18	2
c1ccc(-c2cnn3c(-c4ccccc4)c(-c4ccccc4)nc3n2)cc1	-8	-1	-3	-6	-18	-2	-220	-14	3
CCC(C)(c1ccc(C(=O)OC)s1)c1ccc(C(=O)OC)s1	-2	6	2	-12	-3	-20	-6	-6	0
CCOC(=O)CSc1nc(N)c(C#N)c(CC(C)C)c1C#N	4	3	0	3	5	13	3	-8	0
CCOC(=O)N1CC=C2C(C#N)=C(N)C(C#N)(C#N)[C@H](c3ccc(OC(C)C)c(OCC)c3)[C@H]2C1	0	-2	1	1	-3	-19	2	2	7
COc1cccc(NC(=O)CSc2nc(N)cc(N)n2)c1	-2	-1	-1	3	-1	13	3	-14	6
N#C/C(=C\c1cccs1)C(=O)Nc1ccccn1	-4	x	16	-11	-4	1	-18	-9	0
NC1=NC(c2cccc(O)c2)n2c(nc3ccccc32)N1 (stereo unspecified)	-4	3	1	-10	-2	12	-4	-13	2
O=C(NCCN1C(=O)C2C3C=CC(C3)C2C1=O)N1CCCCC1 (stereo unspecified)	3	5	13	12	0	1	-3	2	1
Cn1cnnc1SCC(=O)Nc1ccc(N2CCOCC2)cc1	2	5	17	2	-1	4	-13	-19	8
O=C(c1ccco1)N1CCN(C(=O)c2ccccc2[N+](=O)[O-])CC1	1	-3	-4	-5	2	6	1	-14	3
O=S(=O)(N/N=C/c1ccccc1F)c1ccccc1	-12	0	17	0	-2	-5	-1	-25	2

One compound at a time, as listed above. Values in the order: RBBP9 inhibitor, NPY-Y1 antag, Hck Nef HTS, NPY2 pot ag, Runt-CBFb FRET, NPY1 pot ag, Runt-SMMHC FRET, MDM2 E3 inh, p97 inhibitor
`O=C(Nc1ccc(Cl)c(C(F)(F)F)c1)NC1CC2CCCC(C1)N2Cc1ccccc1` (stereo unspecified) is listed with -5, -3, 19, 13, -3, 35, 44, -4, 8
`CC(C)N=C1SCC(C)(/C=N/O)S1` (stereo unspecified) is listed with -4, 1, 1, 12, 2, -7, -2, -9, 1
`O=Cc1cn[nH]c1-c1cccc([N+](=O)[O-])c1` is listed with 3, -5, 25, -4, -1, -3, -4, -15, 4

Following part.
SMILES	RBBP9 inhibitor	NPY-Y1 antag	Hck Nef HTS	NPY2 pot ag	Runt-CBFb FRET	NPY1 pot ag	Runt-SMMHC FRET	MDM2 E3 inh	p97 inhibitor
Cc1cccc(Nc2nc(N)nc(CC(=O)CSc3ccc(Cl)cc3)n2)c1	-7	-3	3	6	-1	-9	1	0	9
COc1ccccc1NS(=O)(=O)c1cc(NC(=O)c2ccncc2)ccc1N1CCCC1	-2	0	23	5	-7	12	-2	-7	5
COc1cc(CNCCO)ccc1OCC(=O)Nc1ccc(Br)cc1	-7	-3	0	11	1	12	-2	-27	7
Nc1ccc2oc3ncccc3c(=O)c2c1	1	2	-1	-8	-1	-22	1	-16	6
Cc1ccc(-c2nc(C3CCCN(S(=O)(=O)c4ccc(C)cc4)C3)no2)cc1 (stereo unspecified)	-3	7	0	-6	1	-27	3	-14	-8
CCCCCc1cc(=O)[nH]c(=S)[nH]1	-5	x	-6	-4	2	5	-2	x	3
Cc1cc2c(c(SCC(=O)NCc3ccccc3Cl)n1)C(=O)OC2	-8	-2	19	9	-3	16	2	-1	7
Cc1ccc(/C=N/n2nnnc2N)o1	3	-5	1	-5	3	9	1	-12	1
CCc1nc2scc(-c3ccc(C)cc3)c2c(=O)n1N	1	7	-9	-11	-4	-13	4	-7	-7
CCN1CCN(CC(=O)N2c3ccccc3CC2C)CC1 (stereo unspecified)	-2	7	1	-16	0	0	-5	-4	4
CCOC(=O)CN1C(=O)N(CC)C(C)=C(C(=O)OC)[C@@H]1c1ccccc1	x	x	24	x	1	x	0	10	x
COc1nc(-c2ccccc2)nc(C)c1CC(=O)O	-5	6	15	-15	0	-1	3	-2	3
COCC(=O)NC1CCN(S(=O)(=O)c2ccc(C(=O)O)cc2)CC1	8	7	6	-6	2	6	4	-3	6
CCOc1ccc2nc(SC3CC(=O)N(c4ccc(OC)cc4)C3=O)sc2c1 (stereo unspecified)	1	9	1	-3	7	3	11	-5	6
CCOC(=O)c1cc(CC)sc1NC(=O)c1ccc(N2C(=O)CCC2=O)cc1	0	-2	0	7	-1	19	-10	-26	2
